HTR5A ag ctr – activates human HTR5A in OPRM1-OPRD1 agonist counter-screen. actives 0.61% (n = 340,000). activation, % at 9.3 µM. P47898. HTR5A agonist assay, luminescence, cell-based; in the data active = activation mostly above about 9.5%, no sharp cut-off; inactive = mostly below about 7.6%;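 also: 0% = cells with vehicle only and 100% = reference agonist; strong numbers were not always called active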
HTR5A inv ag – HTR5A inverse agonism, opioid heterodimer counter-screen; actives 0.083% (n = 340,000); inhibition, % at 9.3 µM; AID 504634; HTR5A cell line, luminescence; P47898; in the data active = inhibition mostly above about 23%, no sharp cut-off; inactive = mostly below about 18%;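 also: 0% = cells with DMSO and 100% = no-cell wells with DMSO; some compounds called inactive have numbers as strong as hits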
MOR-DOR inv ag – mu-delta opioid heterodimer inverse agonism | P35372+P41143 | cell-based MOR-DOR heterodimer luminescence | inhibition, % at 9.3 µM | actives 0.21% (n = 340,000) | AID 504357; in the data active = inhibition above about 22%, passing the limit was not always enough;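 also: 0% = cells with DMSO and 100% = wells without cells with DMSO; values of inactives mirror those of a sister screen read the other way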
Target sequence (P35372 whole entry, looked up): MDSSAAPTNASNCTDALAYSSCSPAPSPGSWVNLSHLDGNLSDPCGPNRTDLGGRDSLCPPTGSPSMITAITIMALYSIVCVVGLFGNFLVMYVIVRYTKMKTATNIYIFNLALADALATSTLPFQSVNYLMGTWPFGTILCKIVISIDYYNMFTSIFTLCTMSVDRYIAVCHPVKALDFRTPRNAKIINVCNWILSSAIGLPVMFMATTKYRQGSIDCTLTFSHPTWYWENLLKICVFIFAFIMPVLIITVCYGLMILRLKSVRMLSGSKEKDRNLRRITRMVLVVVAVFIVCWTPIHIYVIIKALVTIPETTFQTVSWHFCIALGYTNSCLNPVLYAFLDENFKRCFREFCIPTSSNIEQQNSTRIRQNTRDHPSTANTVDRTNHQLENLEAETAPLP
Target sequence (P41143 whole entry, looked up): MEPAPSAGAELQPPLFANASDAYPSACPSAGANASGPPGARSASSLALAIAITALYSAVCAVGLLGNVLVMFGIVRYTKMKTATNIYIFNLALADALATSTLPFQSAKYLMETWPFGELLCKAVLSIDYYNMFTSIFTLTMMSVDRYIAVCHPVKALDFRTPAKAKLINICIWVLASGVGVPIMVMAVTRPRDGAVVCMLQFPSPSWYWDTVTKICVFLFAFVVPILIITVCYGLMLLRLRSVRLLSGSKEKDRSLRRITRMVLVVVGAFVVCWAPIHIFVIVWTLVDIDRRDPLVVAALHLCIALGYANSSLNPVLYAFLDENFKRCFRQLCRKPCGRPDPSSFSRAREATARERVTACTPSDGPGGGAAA
PKA-R2B activ – PKA-R2B complex activation. P22694+P31323. actives 0.079% (n = 340,000). activation, % at 11.4 µM. PKA-R2B holoenzyme dissociation, Cy5-IP20 fluorescence polarization; R2B truncated from residue 108, S112A mutant; 0% DMSO only, 100% 113 µM cGMP. AID 504700;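 active = activation above a cutoff set at the mean over all compounds plus 3 SD, cut at about 18% in these data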;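 also: higher means more holoenzyme dissociation and a rise in polarization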
V-ATPase pHluor – alters yeast V-ATPase proton transport. S. cerevisiae, pHLuorin cytosolic pH fluorescence. response, % at 10 µM. actives 0.37% (n = 350,000). AID 504577; in the data active = response mostly above about 7.3%, no sharp cut-off; inactive = mostly below about 5.4%; also: actives read high; inactives centre near 0; some compounds called inactive have numbers as strong as hits; reference of the scale not given here
MOR-DOR ag – agonists of human mu-delta opioid receptor heterodimerization; P35372+P41143; cells, OPRM1-OPRD1 heterodimerization, luminescence; activation, % at 9.3 µM; actives 0.3% (n = 340,000); AID 504326; in the data active = activation above about 18%;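 also: 0% = vehicle-treated cells and 100% = reference agonist; values of inactives mirror those of a sister screen read the other way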
DAGLB inhibitor – diacylglycerol lipase beta (human) inhibition | AID 504411 | inhibition, % at 5.17 µM | HEK293T DAGLB membrane lysate, EnzChek fluorogenic substrate | Q8NCG7 | actives 0.059% (n = 340,000); in the data active = inhibition above about 34%;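 also: 0% = enzyme with vehicle and 100% = wells lacking enzyme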
Arrestin-AP2 inh – human beta-arrestin and AP2 interaction inhibition | FITC-arrestin peptide / GST-AP2 beads, flow cytometry; AP2 beta2 appendage carries R879A mutation | inhibition, % at 10 µM | actives 0.31% (n = 340,000);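 active = inhibition above a set limit, near 3 SD of compounds lacking own fluorescence, cut at about 54% in these data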;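 also: plate controls were DMSO wells for no effect and 5 µM unlabelled arrestin peptide for full effect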
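System: GST-AP2 R879A glutathione beads | Also added: FITC-arrestin peptide, 50 nM | Times: 12 min plus 1 h, RT | Signal: Bead flow cytometry, FITC channel | Buffer or medium: PBS with 0.05% Tween 20 and 0.1% BSA | Read-out basis: Percent drop in bead-associated FITC signal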
PKA-R1A activ – activates the PKA-R1A holoenzyme complex; actives 0.083% (n = 340,000); PKA-R1A dissociation, Cy5-IP20 fluorescence polarization; scaled: DMSO 0%, 113 µM cGMP 100%; P00514+P68181; activation, % at 11.4 µM;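 active = percent activation above the mean of all tested compounds plus 3 SD, cut at about 19% in these data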;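 also: higher means more PKAc released from R1A so a rise in polarization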
DSG3 Ab inh – inhibitors of pemphigus antibody binding to human desmoglein-3; AID 588358; binding (percent of control), % at 10 µM; actives 0.48% (n = 310,000); P32926; DSG3-coupled beads, scFv-anti-DSG3-GFP binding, flow cytometry; active compounds read low;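 active = binding more than 3 SD below its plate's average and above zero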;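 also: hits lower antibody fragment binding to DSG3; some compounds called inactive have numbers as strong as hits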
* = called active by the depositor; / = no result given.

entry | smiles | HTR5A ag ctr | HTR5A inv ag | MOR-DOR inv ag | PKA-R2B activ | V-ATPase pHluor | MOR-DOR ag | DAGLB inhibitor | Arrestin-AP2 inh | PKA-R1A activ | DSG3 Ab inh
1 | Cc1nn(Cc2ccc(Cl)cc2)c(C)c1NC(=O)c1c(-c2ccccc2)noc1C | -2 | -9 | 10 | -15 | -3 | -1.7 | 2 | -1 | -6 | 109
2 | CN(Cc1cccc2cnccc12)C(=O)c1cc(COc2ccc(F)cc2Cl)on1 | 0 | -5 | 6 | 6 | 1 | -1.1 | 1 | -8 | -5 | /
3 | Cc1ccc(-c2nc3sc4c(c3c(=O)n2N)CCCC4)cc1 | -2 | 10 | -31 | 6 | 20 | 5.8 | -12 | 31 | 8 | 99
4 | Cc1cccc(NS(=O)(=O)c2ccc3c(c2)NC(=O)CC(=O)N3)c1 | -1 | 2 | 5 | -4 | 2 | -1.0 | 3 | 9 | -6 | 103
5 | COc1cccc(CCc2nnc(CCC(=O)NCCc3cccc(C)n3)o2)c1 | 0 | 0 | 18 | -11 | 0 | -3.4 | -1 | -47 | 5 | 105
6 | CCN(CC(=O)NCc1cccs1)C(=O)CCCOc1ccccc1 | 2 | -21 | 13 | 5 | -1 | -3.2 | -2 | -2 | 5 | 112
7 | COc1ccc2nc3ccccc3[n+]([O-])c2c1 | -5 | 20 | 6 | 5 | 0 | -1.1 | -6 | -4 | -10 | 91
8 | COc1ccc(CNC(=O)C2CCCN2C(=O)NC2CCCCC2)cc1 (stereo unspecified) | -4 | -10 | 9 | -6 | 2 | -1.5 | -2 | 6 | -11 | /
9 | O=C(NCCCN1CCOCC1)c1cc(C(=O)C2CC2)c[nH]1 | 2 | -5 | 9 | -1 | 0 | -1.8 | 1 | -8 | 3 | /
10 | N#CCCN(Cc1cccnc1)C(=O)Nc1cccc(Cl)c1 | -1 | 2 | 7 | -12 | 1 | -1.6 | 0 | 5 | 14 | /
11 | C=CCn1c(CNS(=O)(=O)c2ccc(F)cc2)n[nH]c1=S | -3 | 5 | 14 | -4 | 1 | -2.5 | -1 | 2 | -8 | 107
12 | Nc1nc(NC(=O)Cc2ccccc2)nn1-c1ccccc1 | 2 | -2 | 13 | -2 | -5 | -2.3 | -1 | 5 | -3 | 90
13 | COc1ccc(NC(=O)CC2SC(=Nc3ccccc3)NC2=O)c(OC)c1 (stereo unspecified) | 2 | -7 | 9 | 2 | -1 | -1.6 | 1 | 11 | -6 | /
14 | CCOc1ccc(OCC)c(NC(=O)CSCCc2ccccn2)c1 | -3 | 8 | 12 | 4 | 0 | -2.3 | 1 | 24 | -15 | 97
15 | COC(=O)c1ccc(S(=O)(=O)N2CCCN(Cc3ccc(F)cc3)CC2)n1C | -1 | 11 | -2 | 3 | 8 | 0.5 | -3 | 11 | -8 | /
16 | COc1cccc(C(=O)Nc2nnc(-c3ccc(OC)cc3OC)s2)c1 | -2 | 7 | 1 | 1 | -2 | -0.2 | 0 | -7 | 1 | 113
17 | Cc1nn(CC(=O)N(C)C2(C#N)CCCCC2)c(C)c1[N+](=O)[O-] | -2 | 4 | -2 | 10 | -6 | 0.5 | 0 | 22 | 13 | /
18 | CN(Cc1cccs1)C(=O)Cn1cnc2cc([N+](=O)[O-])ccc2c1=O | 8 | -2 | 2 | -7 | 1 | -0.3 | -2 | -24 | -4 | 100
19 | CC(=O)N/C(=C\c1ccc(F)cc1)C(=O)NC(Cc1c[nH]c2ccccc12)C(=O)O (stereo unspecified) | 0 | 0 | 13 | -5 | -3 | -2.2 | -4 | 30 | -10 | 95
20 | Cc1c(C(=O)O)sc2nc3n(c(=O)c12)CCC3 | 3 | -8 | 12 | -1 | -4 | -2.3 | 3 | 0 | -6 | 117
21 | Cc1nn(C)c(C(=O)N/N=C/c2ccncc2)c1Cl | 3 | -9 | 7 | -9 | 1 | -1.2 | -2 | -7 | -8 | /
22 | CC(=O)c1c(C)[nH]c(C(=O)Nc2ccccc2N2CCOCC2)c1C | 4 | -10 | -3 | -6 | 0 | 0.5 | -4 | -14 | -9 | 106
23 | CC1CCCCC1NC(=O)c1cc(=O)[nH]c2ccccc12 (stereo unspecified) | -2 | -13 | 9 | -18 | 1 | -1.4 | 1 | 29 | 4 | 99
24 | COC(=O)Cc1[nH]nc2c1C(c1cccc(OC)c1OC)C(C#N)=C(N)O2 (stereo unspecified) | -2 | -2 | 1 | 7 | 1 | -0.2 | 2 | 49 | 4 | 99
25 | COc1ccccc1N(C(=O)CNC(=O)c1ccco1)C(C(=O)NC1CCCC1)c1ccncc1 (stereo unspecified) | 7 | -25 | 15 | -5 | -1 | -2.8 | -2 | 1 | 2 | 104
26 | CCN(CC(=O)Nc1c(F)cccc1F)C(=O)c1ccc(=O)[nH]c1 | 0 | 10 | 13 | 6 | 3 | -2.5 | -4 | 1 | -9 | /
27 | N=C1C(c2nc3ccccc3s2)=C(O)CN1c1ccccc1 | -10 | 24 | 3 | 11 | -1 | -0.4 | -4 | 24 | 4 | 85
28 | Cc1nc(C)c(-c2ccc(SCc3ccc([N+](=O)[O-])cc3)nn2)s1 | -6 | 11 | 7 | -8 | -5 | -1.3 | 2 | 2 | 5 | 99
29 | COc1ccccc1OCCCCN1CCN(C(c2ccccc2)c2ccccc2)CC1 | -4 | 11 | -8 | -6 | -1 | 1.4 | -8 | -6 | -2 | 115
30 | CC(C)C(=O)Nc1ccc(NC(=O)c2ccccc2Cl)nc1 | -2 | 13 | 4 | -7 | 1 | -0.7 | -1 | 8 | 3 | 96
31 | CC(C)c1ccc(NC(=O)Cn2nnc(C(=O)NCc3ccco3)c2N)cc1 | 4 | -24 | -6 | -3 | 4 | 1.1 | -3 | -2 | 0 | 87
32 | Cc1ccc(NC(=O)CCOc2ccccc2C)cc1C | 0 | -4 | -15 | 1 | -1 | 2.1 | -10 | -7 | -13 | 113
33 | COc1ccccc1C(=O)Nc1ccccc1C(=O)N1C(C)CCCC1C (stereo unspecified) | 0 | 1 | 1 | -1 | -1 | -0.1 | -1 | 3 | -2 | 106
34 | Cc1ccnc(NC(=O)CNC(=O)c2ccco2)c1 | 1 | 16 | 3 | -7 | -1 | -0.5 | -2 | 4 | 2 | 98
35 | Cc1cc(C(=O)OCC(N)=O)c(C)n1-c1ccccc1 | 4 | -10 | 8 | 5 | 4 | -1.7 | 1 | 52 | -12 | 96
36 | CCOC(=O)CSc1nnc(NC(=O)CN2CCN(C=O)CC2)s1 | -2 | 8 | 6 | 4 | -4 | -1.4 | -4 | 16 | 4 | 117
37 | COc1ccccc1CNC(=O)C1CCC(CNC(=O)[C@@H]2Cc3ccccc3CN2)CC1 (stereo partly specified) | 6 | -19 | 3 | 2 | 1 | -0.6 | 4 | 2 | -2 | 104
38 | Cc1c(C(=O)O)cccc1-c1ccc(/C=C2/NC(=O)N(c3ccccc3)C2=O)o1 | 4 | 3 | 2 | 8 | -2 | -0.4 | 0 | 21 | -1 | 100
39 | CCOc1cc(/C=C2/NC(=O)N(CC(=O)OC)C2=O)ccc1O | -1 | 4 | 0 | 9 | 1 | 0.0 | 1 | -7 | -5 | 108
40 | CN(C)CCN(C(=O)CCc1ccccc1)c1nc2c(F)cc(F)cc2s1 | 4 | -12 | -4 | -3 | -1 | 0.8 | -2 | 5 | -14 | 103
41 | CCSc1nc2ccccc2n1C(=O)Oc1ccccc1 | -1 | 0 | 11 | 1 | 5 | -2.1 | -1 | 28 | -4 | 84
42 | Cc1cc(NCCCN)nc(-c2ccccc2O)n1 | -1 | 2 | 2 | 0 | 7 | -0.4 | -1 | -1 | -2 | 110
43 | CCCC(=O)C1=C(N2CCCC2)CC(C)(C)C(C(=O)OC)C1=O (stereo unspecified) | 4 | -4 | 12 | -4 | -2 | -2.5 | -1 | -5 | -16 | 100
44 | Cc1ccc(C2=NOC(c3nnc(-c4ccccc4)o3)C2)cc1 (stereo unspecified) | 4 | -23 | 9 | 6 | 4 | -1.6 | 0 | 7 | -6 | 104
45 | CC(=O)n1cc([C@H]2C=C(C(=O)NCc3ccccc3)O[C@@H](OCc3ccc(CO)cc3)C2)c2ccccc21 | -2 | -3 | 1 | 3 | -2 | -0.2 | -3 | 1 | -6 | 109
46 | O=C(Nc1ccc(C(F)(F)F)cc1)c1cc(-c2cccnc2)nc2ccc(Br)cc12 | -4 | 1 | -25 | -4 | -5 | 4.7 | -1 | 25 | 7 | 90
47 | Cc1cc(C)n(-c2ccc(C(=O)N3CCN(S(=O)(=O)c4ccc(OC(F)(F)F)cc4)CC3)cc2)n1 | / | / | / | -6 | 0 | / | -3 | / | -8 | 99
48 | Cn1c2ccccc2c2cc(/C=N/NC(=O)c3cc(O)cc(O)c3)ccc21 | 1 | 7 | 4 | -3 | 0 | -0.8 | 2 | 1 | -10 | 118
49 | O=c1c2cc(-c3ccccc3)sc2ncn1-n1cccc1 | -2 | -5 | -3 | 3 | 0 | 0.5 | -17 | 1 | -1 | 82*
50 | O=C(O)c1cc(S(=O)(=O)N2CCCc3ccccc32)ccc1Cl | -3 | 11 | 12 | -5 | 0 | -2.7 | 2 | -12 | 6 | 116

(listing goes on)
entry | smiles | HTR5A ag ctr | HTR5A inv ag | MOR-DOR inv ag | PKA-R2B activ | V-ATPase pHluor | MOR-DOR ag | DAGLB inhibitor | Arrestin-AP2 inh | PKA-R1A activ | DSG3 Ab inh
51 | COc1ccc(C2=NOC(C(=O)Nc3c(C)n(C)n(-c4ccccc4)c3=O)C2)cc1OC (stereo unspecified) | 8 | -23 | 8 | -2 | 6 | -1.4 | -1 | 4 | -5 | 97
52 | C=CCn1c(SCc2ccc(Cl)cc2)nc2c1c(=O)[nH]c(=O)n2C | 3 | -6 | 11 | -2 | 2 | -2.5 | 2 | 0 | -12 | 106
53 | CN(C)c1ccc(CNn2cnnc2SCc2ccccc2F)cc1 | 0 | -14 | 10 | -6 | -1 | -1.8 | 0 | 3 | 4 | /
54 | Fc1ccc(F)c(CNc2ncnc3cc(Cl)ccc23)c1 | 0 | 1 | 3 | 8 | -2 | -0.7 | -5 | -8 | 2 | 95
55 | O=C(CC1SC(=O)N(Cc2cccc3ccccc23)C1=O)Nc1nccs1 (stereo unspecified) | 0 | 3 | -11 | -6 | -3 | 1.9 | -3 | 3 | 1 | /
56 | CCN(C(=O)Cn1cc(C(=O)C(=O)N2CCOCC2)c2ccccc21)c1ccccc1 | 0 | 10 | 6 | 9 | 2 | -1.2 | -1 | 66* | -9 | 97
57 | CCOC(=O)N1CCC(NC(=O)CCc2cn(C)c3ccccc23)CC1 | 3 | 10 | 2 | 0 | 11 | -0.5 | 1 | 15 | 13 | 100
58 | Cc1cc(C(=O)CSc2nnc(Nc3ccccc3F)s2)c(C)n1CC1CCCO1 (stereo unspecified) | 6 | -16 | 10 | -3 | -2 | -1.8 | 0 | -2 | 9 | 106
59 | C=CCOc1ccc(-c2nc3c(c(=O)[nH]c(=O)n3CCC)n2CCCC)cc1 | 0 | 4 | -16 | -9 | -1 | 1.9 | 0 | 20 | -1 | 109

The order is random; 2.4% or so of the library scored in one or more.
